Screening results deposited in PubChem BioAssay by The Scripps Research Institute Molecular Screening Center.
M1 antag: antagonists of human M1 muscarinic receptor | P11229 | 360,000 compounds, 1.3% hits | CHO-K1 hM1, Fluo-8 calcium fluorescence, ACh EC80 antagonist | inhibition, % at 3 µM;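 active = percent inhibition above its own plate's cutoff, namely the mean of that plate's compound wells plus 3 SD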;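 also: peak over basal fluorescence ratio during 140 s after agonist addition; 0% = ACh EC80 plus DMSO and 100% = DMSO alone without agonist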
Target sequence (P11229 whole entry, looked up): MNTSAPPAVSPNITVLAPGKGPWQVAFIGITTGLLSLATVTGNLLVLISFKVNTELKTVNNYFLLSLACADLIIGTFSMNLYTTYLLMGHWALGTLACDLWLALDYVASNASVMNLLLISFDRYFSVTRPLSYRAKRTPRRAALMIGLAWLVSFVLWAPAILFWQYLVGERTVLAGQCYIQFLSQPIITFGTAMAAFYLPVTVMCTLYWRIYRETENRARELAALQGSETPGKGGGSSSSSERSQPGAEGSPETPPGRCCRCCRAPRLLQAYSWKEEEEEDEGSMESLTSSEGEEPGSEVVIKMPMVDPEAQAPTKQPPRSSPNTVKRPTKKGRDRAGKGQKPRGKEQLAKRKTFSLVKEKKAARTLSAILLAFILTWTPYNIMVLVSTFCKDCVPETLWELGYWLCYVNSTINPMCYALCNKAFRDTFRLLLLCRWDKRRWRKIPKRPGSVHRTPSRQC
TAAR1 antag: human TAAR1 antagonism. AID 624466. CHO RD-HGA16 TAAR1, Fluo-8 calcium fluorescence, antagonist. 360,000 compounds, 1.5% hits. inhibition, % at 3 µM;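 active = inhibition above a per-plate cutoff, the mean inhibition of test compounds on that plate plus 3 SD, cut at about 49% in these data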;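 also: 0% = DMSO plus EC80 beta-PEA response and 100% = DMSO alone without agonist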
Target sequence (Q96RJ0 whole entry, looked up): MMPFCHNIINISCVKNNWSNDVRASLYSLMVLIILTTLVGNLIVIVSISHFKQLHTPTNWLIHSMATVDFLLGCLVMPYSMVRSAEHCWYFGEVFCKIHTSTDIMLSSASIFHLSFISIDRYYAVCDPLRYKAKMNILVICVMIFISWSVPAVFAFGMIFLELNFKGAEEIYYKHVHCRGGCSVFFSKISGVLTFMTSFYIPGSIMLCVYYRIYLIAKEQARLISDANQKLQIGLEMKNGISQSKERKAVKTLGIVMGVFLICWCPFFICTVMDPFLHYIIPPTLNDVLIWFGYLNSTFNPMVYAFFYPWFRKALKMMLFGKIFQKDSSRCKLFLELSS
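Test system – hTAAR1-expressing CHO RD-HGA16 cells, Gα16-coupled · Also added – β-PEA at EC80 concentration, post-compound challenge · Compound – 3 µM, single point · Incubation – dye loading 75 min at 37 °C, then 30 min room temperature · Measured by – Fluo-8 intracellular calcium dye fluorescence, real-time kinetic reads · Benchmarks – vehicle and agonist controls · Replicates – singlicate, one well per test compound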
CHO-K1 Ca PAM: counter-screen for M1 PAMs: effect in parental CHO-K1 cells | ATP EC20, Fluo-8 calcium fluorescence; 0% at ATP EC20, 100% at ATP max | activation, % at 3 µM | 360,000 compounds, 0.02% hits | AID 602247;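 active = activation above the run cutoff, the mean activation of all test compounds plus 3 SD, cut at about 40% in these data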;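 also: peak over basal fluorescence ratio in a 140 s read after ATP addition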
TAAR1 ag: agonists of human TAAR1 | Q96RJ0 | CHO RD-HGA16 TAAR1, Fluo-8 calcium fluorescence; vehicle wells 0%, saturating PEA agonist 100% | activation, % at 3 µM | 360,000 compounds, 0.99% hits | AID 624467;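 active = activation above the mean activation of all test compounds in the run plus 3 SD, cut at about 38% in these data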
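Test system: RD-HGA16 (CHO) cells co-expressing Gα16 and hTAAR1 / Benchmarks: DMSO vehicle as 0%, PEA at EC100 as 100% / Repeats: no replicates (n 1) / Measure: % activation from peak over basal fluorescence ratio, DMSO-to-PEA scaled / Timing: 17-24 h plating, Fluo-8 75 min 37 °C, 30 min RT / Technique: kinetic Fluo-8 calcium fluorescence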
CHO parental Ca: counter-screen for OX1R antagonists: effect in parental CHO cells; parental CHO-K1, ATP-induced calcium, Fluo-8 fluorescence; inhibition, % at 5.6 µM; 330,000 compounds, 0.63% hits; AID 463079;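 active = inhibition above that plate's mean sample inhibition plus 3 SD, cut at about 26% in these data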;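 also: 0% = ATP-challenged DMSO wells and 100% = DMSO wells without ATP; some compounds past the cut are filed as inactive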
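material = parental CHO cells | also added = ATP as calcium-mobilizing challenge | dosing = single point at 5.6 µM | detection = intracellular calcium via Fluo-8 no-wash fluorescent dye | read-out = % inhibition | benchmarks = low control ATP plus DMSO, high control DMSO only | repeats = one well per compound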
CHRM1 agonist: activates human CHRM1 receptor; P11229; activation, % at 3 µM; 360,000 compounds, 0.33% hits; CHO-K1 hM1, Fluo-8 calcium fluorescence, agonist mode; 0% DMSO, 100% acetylcholine EC100;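 active = activation above the run's mean compound activation plus 3 SD, cut at about 16% in these data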;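 also: peak over basal fluorescence ratio within a 140 s kinetic read after compound addition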
CHO-K1 Ca antag: M1 antagonist counterscreen hit in parental CHO-K1 cells. ATP-induced calcium, Fluo-8 fluorescence. inhibition, % at 3 µM. 360,000 compounds, 0.6% hits;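 active = inhibition above a per-plate cutoff, the plate's mean sample inhibition plus 3 SD, cut at about 24% in these data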;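 also: 0% = DMSO plus EC80 ATP and 100% = DMSO alone without ATP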
M1 PAM: positive allosteric modulators of human M1 muscarinic receptor; activation, % at 3 µM; CHO-K1 hM1, Fluo-8 calcium fluorescence, ACh EC20; 0% = ACh EC20, 100% = maximal ACh; AID 588819; P11229; 360,000 compounds, 0.088% hits; in the data active = activation above about 19%, passing the limit was not always enough
CHO-K1 Ca ag: nonselective activator or artifact in parental CHO-K1 cells; Fluo-8 calcium fluorescence; scaled to maximal ATP response, vehicle zero; activation, % at 3 µM; 360,000 compounds, 0.48% hits; in the data active = activation above about 15%;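 also: untransfected CHO-K1 host cells lacking M1 receptor as counterscreen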
The depositor's hits bear a star; . = not tested or not shown.

SMILES | M1 antag | TAAR1 antag | CHO-K1 Ca PAM | TAAR1 ag | CHO parental Ca | CHRM1 agonist | CHO-K1 Ca antag | M1 PAM | CHO-K1 Ca ag
CC(C)[C@@H](C(=O)O)N(Cc1cccc(CN([C@H](C(=O)O)C(C)C)S(C)(=O)=O)c1)S(C)(=O)=O | -10 | 3 | 8 | 11 | 12 | 2 | -9 | 17 | 0.4
Cc1cccc(NC(=O)c2ccco2)c1C | -14 | 11 | 23 | 0 | 5 | -4 | -14 | 3 | 1.0
O=[N+]([O-])c1cccc(-c2nnc(C3CC3)o2)c1 | -13 | -3 | -1 | 5 | -6 | -1 | -4 | 12 | -0.6
COc1cc([N+](=O)[O-])ccc1-c1ccc(/C=N/NC(=O)OC(C)(C)C)o1 | -9 | 3 | 9 | 7 | 0 | -3 | -5 | 10 | 0.7
O=C(Nc1ccccc1)c1cc(S(=O)(=O)NCc2ccncc2)ccc1Cl | 20 | -6 | -12 | 8 | 6 | 8 | 24* | -5 | 13
CC(NC(=O)Cc1cccs1)C(c1cccs1)N1CCN(c2ccccc2)CC1 (stereo not drawn) | 3 | 3 | -13 | 4 | -23 | -5 | 19 | 3 | 2.0
CCN1C(=O)C(O)(C2COC(C)(C)CC2=O)c2cc(Br)ccc21 (stereo not drawn) | -5 | -3 | 7 | 8 | -1 | -4 | -7 | 5 | -0.3
O=[N+]([O-])c1ccc(C(S(=O)(=O)Cc2ccccc2)S(=O)(=O)Cc2ccccc2)cc1 | -13 | -4 | 24 | 3 | . | -1 | -21 | 5 | 0.5
CCCOC(=O)CSc1nc(N)c(C#N)c(-c2ccco2)c1C#N | -4 | 1 | 5 | 13 | -7 | -3 | -19 | 5 | 0.6
Cc1cnc(C(=O)OCC(=O)c2cc(C)n(CCc3ccc(F)cc3)c2C)cn1 | -22 | 6 | 9 | 16 | . | -5 | -2 | 16 | 1.4
Cc1ccccc1N(CC(=O)N/N=C/c1ccc(Cl)cc1)C(=O)c1ccccc1 | 9 | -2 | -7 | -1 | -31 | 1 | 26* | 2 | -0.3
CC[C@@]1(C(=O)OC)N[C@H](CN(C)C(=O)Nc2ccc(Cl)cc2)[C@@H]2C(=O)N(Cc3ccccc3)C(=O)[C@@H]21 | -14 | -1 | -7 | 0 | -27 | 0 | -4 | 12 | -0.6
CC(=O)C1CCC2C3CC(C)C4(O)CC(=O)CCC4(C)C3C(O)CC12C (stereo not drawn) | -10 | -15 | -7 | 2 | . | -1 | -9 | 10 | 0.2
Cc1ccc(-n2nc(C)c3c2OC(N)=C(C#N)C3c2ccoc2)cc1 (stereo not drawn) | 4 | 6 | -1 | 1 | -8 | -2 | 0 | 2 | 0.0
CN(C)C=NC(=O)c1cc(C(=O)c2ccccc2)c[nH]1 | -5 | 5 | -18 | 8 | -11 | 0 | 9 | 14 | -0.3
Cc1ccc(SCCCCN2CCNCC2)cc1 | -3 | -7 | -7 | 5 | -12 | -12 | 3 | -4 | 0.7
CCOC(=O)c1ccc(N2C(=O)CC(N3CCC(Nc4ccc(F)cc4)CC3)C2=O)cc1 (stereo not drawn) | -1 | -3 | 24 | 8 | 4 | -4 | -12 | 3 | 1.3
COC(=O)c1c(-c2c(Cl)cccc2Cl)noc1C(=O)NNC(=O)N(C)C | 13 | -24 | 6 | 2 | 11 | -2 | -2 | -6 | 2.8
COc1ccc(OC)c2[nH]c(=O)c(CCNS(=O)(=O)c3ccccc3)cc12 | -5 | -2 | 16 | 3 | -15 | -1 | -6 | 3 | 1.0
O=C(Cc1ccccc1[N+](=O)[O-])Nc1ccc2c(c1)OCO2 | -4 | -7 | 20 | 1 | 5 | -5 | -15 | 9 | 0.7
CC(=O)N1N=C(c2cccs2)CC1c1ccc(C)o1 (stereo not drawn) | 3 | 12 | 12 | 1 | -3 | -10 | -2 | -1 | 0.7
COc1ccccc1C(CNC(=O)c1ccc(C)c(S(=O)(=O)N2CCCCC2)c1)N1CCCC1 (stereo not drawn) | 20 | -11 | -14 | -1 | . | -7 | -4 | -11 | -0.6
CCOc1ccc2nc(NC(=O)Nc3ccccc3)sc2c1 | 4 | 0 | -1 | 4 | -3 | -1 | 4 | 0 | 1.1
Clc1ccc(CN2CCN(c3ncnc4scc(-c5cccs5)c34)CC2)cc1 | -5 | 12 | 22 | 7 | -15 | -1 | -12 | 3 | 0.2
Cc1cc(NC(=O)Cc2ccsc2)ccc1Br | -12 | -11 | 10 | 0 | 0 | -4 | -3 | 9 | 1.6
SMILES | M1 antag | TAAR1 antag | CHO-K1 Ca PAM | TAAR1 ag | CHO parental Ca | CHRM1 agonist | CHO-K1 Ca antag | M1 PAM | CHO-K1 Ca ag
CN(C(=O)c1ccc(NC(=O)Cc2ccc(NC(=O)C3CCCN(C(=O)C4CCC4)C3)cc2)cc1)C1CC1 (stereo not drawn) | 1 | 6 | 4 | 3 | -9 | -5 | -10 | 2 | 0.5
Cc1c(F)cccc1NS(=O)(=O)c1ccc2c(c1)c(C)cc(=O)n2C | 0 | 0 | 8 | 9 | -17 | 1 | -10 | 1 | 10
CC(=O)c1cccc(NC(=O)COc2ccccc2C(=O)c2cc(C#N)c(=O)n(C3CCCCC3)c2)c1 | 7 | -10 | 18 | 1 | -26 | -7 | -7 | -2 | 0.4
CC(C)(C)C(=O)N1CCN(c2ncnc3scc(-c4ccccc4)c23)CC1 | 25 | -7 | 12 | 8 | -32 | -4 | -9 | -5 | 0.1
COc1ccc(CCNc2ncnc3c2nnn3Cc2ccccc2)cc1 | 7 | 19 | -17 | 5 | -22 | 0 | 11 | -1 | 3.1
COc1cc(Sc2ccc(C)cc2)c(OC)cc1N | 0 | -3 | -4 | -3 | -9 | -2 | 9 | 0 | -0.3
COc1ccc(C(O)c2nc(-c3cccc(O)c3)cs2)cc1 (stereo not drawn) | -10 | -10 | 7 | 7 | . | 6 | -1 | 9 | 1.8
c1ccc(-c2nc(-c3nccc4ccccc34)oc2-c2ccccc2)cc1 | -3 | -49 | 2 | 0 | -33 | -1 | 1 | 4 | 0.0
CCN1/C(=C/C=C/c2sc3ccccc3[n+]2CC)Sc2ccccc21 | 16 | . | 1 | . | 61* | 1 | 20 | -12 | 5.2
C/C(=N\NC(=O)CC#N)C1COc2ccccc2O1 (stereo not drawn) | -12 | 6 | 4 | 5 | -5 | -8 | -5 | 6 | -0.3
COC(=O)c1cc2sc(Cl)cc2n1Cc1nc(-c2ccccc2)oc1C | 5 | 1 | -4 | 0 | -11 | 1 | 13 | 0 | -0.2
S=c1[nH]nc(Cc2cccs2)n1-c1ccccc1 | -13 | -7 | 12 | 3 | 11 | -8 | -18 | 9 | 0.5
CCC(=O)N(Cc1ccc(S(N)(=O)=O)cc1)C1CC(=O)N(c2ccccc2)C1=O (stereo not drawn) | -16 | 10 | 19 | 1 | -2 | 0 | -14 | 11 | 0.8
Cc1sc2ncnc(N)c2c1C | -8 | -8 | -14 | 0 | -5 | -4 | -3 | 7 | 2.1
CCOC(=O)C1=C(COC(=O)c2cc(OC)c(OC)c(OC)c2)NC(=O)NC1C (stereo not drawn) | 3 | 46 | 7 | 15 | -15 | 2 | -3 | -2 | 5.3
Nc1ncnc2c1ncn2[C@@H]1O[C@H](CNC(=O)[C@H]2CCC(=O)N2)[C@@H](O)[C@H]1O | -17 | -6 | 25 | -1 | -5 | 2 | -10 | 15 | 1.1
CCOC(=O)C(C)C1(O)c2ccccc2-c2ncccc21 (stereo not drawn) | -10 | -14 | 20 | 11 | -5 | -6 | -3 | 10 | 0.5
Cn1c(=O)oc2cc(S(=O)(=O)N3CCC(C(=O)N4CCN(c5ccccc5)CC4)CC3)ccc21 | -6 | -10 | 10 | 0 | 0 | 0 | -6 | 4 | 0.6
COc1cc(C(C)=O)ccc1Oc1ncnc2c1cnn2-c1ccc(F)cc1 | -3 | 2 | 11 | -4 | -15 | -5 | -4 | 3 | 5.2
CC1CCCN(S(=O)(=O)c2ccc(C(=O)Nc3ccccc3-c3nc4ccccc4[nH]3)cc2)C1 (stereo not drawn) | -14 | 5 | 8 | 0 | -4 | 0 | -8 | 7 | -0.5
O=C(Nc1cc(Cl)ccc1Oc1ccccc1)c1ccccc1F | -17 | -15 | 26 | 3 | -30 | -6 | -9 | 7 | 0.7
CCN1CCC(NC(=O)Nc2ccc(F)cc2)CC1 | 3 | 10 | -13 | 4 | -6 | -5 | 20 | -3 | 2.4

Grouped by structure, those above with a cyano group
SMILES | M1 antag | TAAR1 antag | CHO-K1 Ca PAM | TAAR1 ag | CHO parental Ca | CHRM1 agonist | CHO-K1 Ca antag | M1 PAM | CHO-K1 Ca ag
CCCOC(=O)CSc1nc(N)c(C#N)c(-c2ccco2)c1C#N | -4 | 1 | 5 | 13 | -7 | -3 | -19 | 5 | 0.6
Cc1ccc(-n2nc(C)c3c2OC(N)=C(C#N)C3c2ccoc2)cc1 (stereo not drawn) | 4 | 6 | -1 | 1 | -8 | -2 | 0 | 2 | 0.0
CC(=O)c1cccc(NC(=O)COc2ccccc2C(=O)c2cc(C#N)c(=O)n(C3CCCCC3)c2)c1 | 7 | -10 | 18 | 1 | -26 | -7 | -7 | -2 | 0.4
C/C(=N\NC(=O)CC#N)C1COc2ccccc2O1 (stereo not drawn) | -12 | 6 | 4 | 5 | -5 | -8 | -5 | 6 | -0.3

Results in CHO-K1 Ca antag, for 4 of the compounds above:
SMILES	CHO-K1 Ca antag
c1ccc(-c2nc(-c3nccc4ccccc34)oc2-c2ccccc2)cc1	1
CCN1/C(=C/C=C/c2sc3ccccc3[n+]2CC)Sc2ccccc21	20
C/C(=N\NC(=O)CC#N)C1COc2ccccc2O1 (stereo not drawn)	-5
COC(=O)c1cc2sc(Cl)cc2n1Cc1nc(-c2ccccc2)oc1C	13
